MEP2-GFP yeast: yeast TOR pathway MEP2-GFP modulation | S. cerevisiae MEP2-GFP strain, flow cytometry GFP, 3 h; 100% = DMSO control level | GFP response vs DMSO, % at 10 µM | AID 2016 | 0.51% of 330,000 active;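 active = GFP response versus DMSO above a set limit, roughly screen mean plus 3 SD, cut at about 180% in these data; inconclusive = fewer than 70 cells counted for a yeast strain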;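 also: median GFP fluorescence of the barcode-gated MEP2-GFP cells per well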
VLA-4 inh: inhibition in a human VLA-4 binding assay | P13612 | VLA-4 expressing cells, ligand binding flow cytometry | 0.2% of 330,000 active | inhibition, % (about 7 µM as worked out from the volumes in the protocol); in the data active = inhibition above about 50%
Target sequence (P13612 whole entry, looked up): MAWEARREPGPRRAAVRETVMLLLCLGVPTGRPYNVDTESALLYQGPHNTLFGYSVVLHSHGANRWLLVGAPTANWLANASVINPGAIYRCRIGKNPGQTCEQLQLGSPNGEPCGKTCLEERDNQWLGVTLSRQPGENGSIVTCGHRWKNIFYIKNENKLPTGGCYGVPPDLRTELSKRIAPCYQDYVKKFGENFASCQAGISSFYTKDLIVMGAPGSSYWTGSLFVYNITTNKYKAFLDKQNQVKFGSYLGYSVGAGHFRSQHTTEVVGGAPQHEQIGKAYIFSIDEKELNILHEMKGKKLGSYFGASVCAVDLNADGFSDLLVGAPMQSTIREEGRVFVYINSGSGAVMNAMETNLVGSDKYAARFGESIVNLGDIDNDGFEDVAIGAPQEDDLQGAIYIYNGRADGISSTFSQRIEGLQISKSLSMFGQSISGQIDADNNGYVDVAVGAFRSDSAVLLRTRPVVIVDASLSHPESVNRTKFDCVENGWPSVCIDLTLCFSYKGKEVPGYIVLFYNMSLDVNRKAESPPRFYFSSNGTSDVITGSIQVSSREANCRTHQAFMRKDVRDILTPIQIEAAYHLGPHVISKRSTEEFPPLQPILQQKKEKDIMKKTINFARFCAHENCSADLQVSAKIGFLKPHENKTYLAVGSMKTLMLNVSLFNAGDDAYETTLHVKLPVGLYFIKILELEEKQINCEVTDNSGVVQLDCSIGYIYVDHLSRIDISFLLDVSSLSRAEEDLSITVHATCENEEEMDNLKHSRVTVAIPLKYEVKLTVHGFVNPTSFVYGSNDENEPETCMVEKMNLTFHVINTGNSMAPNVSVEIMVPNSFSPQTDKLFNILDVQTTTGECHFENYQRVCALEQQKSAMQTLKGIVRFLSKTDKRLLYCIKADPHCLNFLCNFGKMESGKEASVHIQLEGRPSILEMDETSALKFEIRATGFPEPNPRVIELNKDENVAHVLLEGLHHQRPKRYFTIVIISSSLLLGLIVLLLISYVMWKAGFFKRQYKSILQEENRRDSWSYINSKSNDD
LAP4-GFP MLPCN: yeast TOR pathway LAP4-GFP modulation | GFP response vs DMSO, % at 10 µM | S. cerevisiae LAP4-GFP multiplex, flow cytometry GFP, 3 h; median GFP as percent of DMSO wells | AID 2023 | 0.34% of 320,000 active;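 active = GFP response vs DMSO above a set limit, about the screen mean plus 3 SD, cut at about 150% in these data; inconclusive = under 70 cell events counted for the yeast strain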
CIT2-GFP yeast: modulators of TOR pathway CIT2-GFP in S. cerevisiae; S. cerevisiae CIT2-GFP strain, flow cytometry, 3 h; 100 means same as DMSO wells; GFP response vs DMSO, % at 10 µM; 0.065% of 320,000 active; AID 2029;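 active = GFP response relative to DMSO above a set limit, near the screen mean plus 3 SD, cut at about 150% in these data; inconclusive = Fewer than 70 cells measured for a yeast strain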;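 also: ratio of well median GFP fluorescence to mean of DMSO wells on the plate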
AGP1-GFP MLPCN: alters AGP1-GFP fluorescence in TOR pathway yeast screen; S. cerevisiae AGP1-GFP multiplex flow cytometry, 3 h; GFP as percent of DMSO wells; GFP response vs DMSO, % at 10 µM; 0.02% of 320,000 active; AID 2066;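 active = GFP response relative to DMSO above a set limit, near screen average plus 3 SD, cut at about 150% in these data; inconclusive = fewer than 70 cells counted for the yeast strain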;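 also: median GFP channel fluorescence of the gated AGP1 strain per well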
JMJD2C inh: blocks human GASC-1 demethylase activity. AID 2099. inhibition, % at 2.35 µM. GST-JMJD2C(1-420) H3K9me3 demethylation, DELFIA europium. 0.069% of 330,000 active. Q9H3R0;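 active = more than half of a compound's replicate wells show inhibition beyond 50%, single wells judged on their own value; inconclusive = some, but no more than half, of replicates pass 50% inhibition; inactive = no replicate passes 50% inhibition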;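 also: signal counts dimethyl H3K9 product captured on neutravidin plate; 0% = median of DMSO wells and 100% = 0.3 times that DMSO median; strong numbers were not always called active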
GRK2 aptamer HTS: inhibitors of human GRK2 displacing RNA aptamer. P25098. bead flow cytometry, FAM-aptamer displacement from GRK2. inhibition of aptamer binding, % at 10 µM. 0.59% of 330,000 active;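 active = inhibition of aptamer binding above 40%, roughly 3 SD of noise, on plates passing a quality check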;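 also: median bead fluorescence of bound FAM aptamer so fluorescent compounds give negative values; no value below 0 was filed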
RPL19A TOR yeast: alters RPL19A-GFP fluorescence in TOR pathway yeast screen | AID 2025 | 0.3% of 330,000 active | S. cerevisiae RPL19A-GFP strain, flow cytometry, 3 h; stronger effect = lower value | percent response vs DMSO, % at 10 µM;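 active = percent response vs DMSO below 50%; inconclusive = fewer than 70 events counted for the yeast strain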;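 also: median channel GFP fluorescence of the barcoded RPL19A-GFP strain; ratio of sample median GFP to plate DMSO average so 100% = DMSO; lower means less RPL19A-GFP as with rapamycin TOR inhibition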
An asterisk follows results filed as active; i = inactive; ? = inconclusive; · = no result given; & = joins results of further samples; [ ] = another dose, or the depositor's remark. Compounds as they come. About 1.7% of those tested had a hit in this group.

MEP2-GFP yeast,VLA-4 inh,LAP4-GFP MLPCN,CIT2-GFP yeast,AGP1-GFP MLPCN,JMJD2C inh,GRK2 aptamer HTS,RPL19A TOR yeast,compound
95,-3,103,86,100,·,1,95,COC(=O)c1ccc(NC(=O)CCN2C(=O)C3CC=CCC3C2=O)cc1 (centres undefined)
99,1,97,95,101,7,1,102,COCCC(=O)N1CCC(Oc2ccc(C(=O)NCCc3cnn(C)c3)cc2)CC1
106,-11,96,109,103,4,0,102,Cc1cccc(N2CC(C(=O)Nc3nccs3)CC2=O)c1C (centres undefined)
422*[may fluoresce violet],i,114[may fluoresce violet],?,23[may fluoresce violet],-3,0,71[may fluoresce violet],Cc1ccc(/C=C2\CCC3=C2OC(N)=C(C#N)C3c2ccc(C)cc2)cc1 (centres undefined)
90,19,88,87,87,-17,0,84,COc1ccc(S(=O)(=O)N(CCCN2CCOCC2)Cc2cccc3ccccc23)cc1
110,18,102,109,100,3,0,103,CCOc1ccc(/C=C(\C(=O)O)c2ccc(S(=O)(=O)N3CCOCC3)s2)cc1OC
94,3,101,98,100,21,0,97,O=S(=O)(Oc1ccccc1C(=S)N1CCOCC1)c1ccc(Cl)cc1
100,7,93,98,99,0,0,96,CC(C)C(=O)N(c1ccc2oc(=O)sc2c1)S(=O)(=O)c1cccs1
91,35,99,75,78,-3,0,96,NC(=O)CC(NC(=O)c1cccc(Br)c1)c1ccc(N2CCC(N3CCCC3)CC2)c([N+](=O)[O-])c1 (centres undefined)
93,5,101,97,95,9,3,97,CCOC(=O)c1ccc(S(=O)(=O)N2CCN(C/C=C/c3ccccc3)CC2)cc1
98,4,93,91,98,-8,0,95,CCOCC(=O)Nc1ccc([N+](=O)[O-])cc1C
96,-10,100,87,93,0,2,92,COc1ccc2oc(C(=O)N3CCN(S(=O)(=O)c4ccc(F)cc4)CC3)c(C)c2c1

MEP2-GFP yeast,VLA-4 inh,LAP4-GFP MLPCN,CIT2-GFP yeast,AGP1-GFP MLPCN,JMJD2C inh,GRK2 aptamer HTS,RPL19A TOR yeast,compound
104,14,89,99,97,1,0,103,COc1ccccc1CCc1nnc(N)s1
100,20,104,95,99,27,0,96,CCCCn1c(N)c(N(CCOC)C(=O)COC(=O)COc2ccccc2C#N)c(=O)[nH]c1=O
105,13,93,99,99,3,2,98,COC(=O)c1cc(S(=O)(=O)N(C)c2ccc(C)c(C)c2)c[nH]1
103,2,79,119,92,?,7,112,CC(C)NC(=O)NC(=O)COC(=O)c1cc(S(=O)(=O)N2CCCCC2)ccc1N1CCOCC1
104,-16,99,93,96,-15,6,102,O=C(Nc1cccc(O)c1)C(=O)Nc1ccccn1
107,1,100,·,98,-4,0,91,COc1ccc2nc(NC(=O)C3CCN(S(=O)(=O)c4cnc[nH]4)CC3)sc2c1
100,9,90,92,96,-8,·,98,O=C(NCC(=O)N(CCN1CCOCC1)C(C(=O)NC1CCCC1)c1cccnc1)c1cccs1 (centres undefined)
105,12,98,101,101,-12,0,102,COc1ccccc1-c1c(C(F)(F)F)oc2cc(OC(=O)c3ccccc3[N+](=O)[O-])ccc2c1=O
94,23,127,88,88,58,4,91,CCCCNC(=O)NS(=O)(=O)c1ccc(C)cc1
102,6,98,97,99,-2&34,3,96,COc1ccc(OC)c(C2/C(=C(\O)c3ccc(OC)c(Cl)c3)C(=O)C(=O)N2CCN(C)C)c1 (centres undefined)
108,4,89,99,97,2,0,104,COc1cccc(NC(=O)c2cc(CN3C(=O)c4ccccc4C3=O)ccc2OC)c1
108,18,107,98,105,-1,1,107,CC1CCC2(CC1)NC(=O)N(CC(=O)NCc1ccc(F)cc1)C2=O (centres undefined)

Six of these compounds in another layout:
Every second line gives: MEP2-GFP yeast, VLA-4 inh, LAP4-GFP MLPCN, CIT2-GFP yeast, AGP1-GFP MLPCN, JMJD2C inh, GRK2 aptamer HTS, RPL19A TOR yeast
COc1ccc2nc(NC(=O)C3CCN(S(=O)(=O)c4cnc[nH]4)CC3)sc2c1
→ 107, 1, 100, ·, 98, -4, 0, 91
O=C(NCC(=O)N(CCN1CCOCC1)C(C(=O)NC1CCCC1)c1cccnc1)c1cccs1 (centres undefined)
→ 100, 9, 90, 92, 96, -8, ·, 98
COc1ccccc1-c1c(C(F)(F)F)oc2cc(OC(=O)c3ccccc3[N+](=O)[O-])ccc2c1=O
→ 105, 12, 98, 101, 101, -12, 0, 102
CCCCNC(=O)NS(=O)(=O)c1ccc(C)cc1
→ 94, 23, 127, 88, 88, 58, 4, 91
COc1ccc(OC)c(C2/C(=C(\O)c3ccc(OC)c(Cl)c3)C(=O)C(=O)N2CCN(C)C)c1 (centres undefined)
→ 102, 6, 98, 97, 99, -2&34, 3, 96
COc1cccc(NC(=O)c2cc(CN3C(=O)c4ccccc4C3=O)ccc2OC)c1
→ 108, 4, 89, 99, 97, 2, 0, 104

The listing picks up with the 3 entries that preceded the break.
MEP2-GFP yeast,VLA-4 inh,LAP4-GFP MLPCN,CIT2-GFP yeast,AGP1-GFP MLPCN,JMJD2C inh,GRK2 aptamer HTS,RPL19A TOR yeast,compound
102,6,98,97,99,-2&34,3,96,COc1ccc(OC)c(C2/C(=C(\O)c3ccc(OC)c(Cl)c3)C(=O)C(=O)N2CCN(C)C)c1 (centres undefined)
108,4,89,99,97,2,0,104,COc1cccc(NC(=O)c2cc(CN3C(=O)c4ccccc4C3=O)ccc2OC)c1
108,18,107,98,105,-1,1,107,CC1CCC2(CC1)NC(=O)N(CC(=O)NCc1ccc(F)cc1)C2=O (centres undefined)
97,2,89,98,97,4,100*,105,C/C(=N\Nc1nc2ccccc2[nH]1)c1cccs1
110,-12,93,105,109,14,1,102,COc1ccc(C2CC(C)=NN2C=O)cc1OC (centres undefined)
103,-1,101,107,98,-11,2,94,CCOC(=O)Cc1csc(NC(=O)CN2CCOCC2)n1
95,4,89,92,91,-8,4,97,CCCc1cc(-c2nc(N)ncc2-c2csc(C)n2)c(O)cc1OC
104,6,97,93,101,8,3,97,O=C1CCC(C(=O)N2CCSCC2)CN1CCc1ccccc1 (centres undefined)
94,-5,97,101,101,-14,3,99,COCCN(C(=O)COC(=O)c1ccccc1Oc1ccccc1)c1c(N)n(Cc2ccccc2)c(=O)[nH]c1=O
106,4,96,103,104,1,0,106,CCOC(=O)N(NC(=O)C(O)(c1ccccc1)c1ccccc1)c1ccccc1
106,-4,98,107,103,-2,4,105,CC(C)(CN1CCN(C(c2ccccc2)c2ccccc2)CC1)NS(=O)(=O)c1ccccc1
105,0,113,105,108,-6,1,103,O=C(NC1CCCCC1)C(c1ccccn1)N(C(=O)c1csnn1)c1ccccc1F (centres undefined)
99,7,100,99,100,3,0,95,CC[N+](CC)(CCO)CCCN1C(=O)C2CC=C(Cl)CC2C1=O (centres undefined)
93,-5,98,96,96,11,2,92,CCn1c(C)nc2cc(C#N)ccc21
106,3,105,104,104,-16,2,102,CC1=NN(C(=O)c2ccc(Cl)cc2)C(O)(c2ccccc2)C1 (centres undefined)

MEP2-GFP yeast,VLA-4 inh,LAP4-GFP MLPCN,CIT2-GFP yeast,AGP1-GFP MLPCN,JMJD2C inh,GRK2 aptamer HTS,RPL19A TOR yeast,compound
274*[may fluoresce violet],-1,91[may fluoresce violet],?,15[may fluoresce violet],-15,0,62[may fluoresce violet],Cc1ccc(S(=O)(=O)N2CCCC(C(=O)NCC3CCCO3)C2)cc1 (centres undefined)
112,4,123,110,102,-4,2,108,CCCOC(=O)c1ccc(NC(=O)Oc2ccccc2)cc1
101,9,101,91,100,29,4,99,COc1ccc(OC)c(C(=O)c2ccc(C(=O)O)cc2)c1
102,14,96,105,103,6,0,100,C=CCOc1ccccc1CN1CCCC(CCC(=O)N(C)CCc2ccccn2)C1 (centres undefined)
104,10,97,103,103,1,4,105,Cc1cccc(OCC(=O)NNS(=O)(=O)c2ccccc2F)c1
97,12,114,100,107,-17,0,96,CCOC(=O)C1=C(c2ccccc2)NC(N)=NC1c1ccc(OCc2ccc(Cl)cc2)c(OC)c1 (centres undefined)
104,9,101,101,99,16,0,99,COc1nnc(-c2ccc(C)c(S(=O)(=O)NCCO)c2)c2ccccc12
92,-5,87,96,96,-4,3,100,Cc1ccc(C)c(-n2c(-c3csc(C)c3C)n[nH]c2=S)c1
98,30,100,98,101,-3,3,97,Cc1csc(NC(=O)CSc2nnnn2C)n1
111,7,103,106,86,-5,3,103,Cc1ccc(S(=O)(=O)CCSc2cccc(C(=O)O)c2)cc1
99,12,89,111,94,-7,0,105,Clc1ccc(N2CCN(/N=C/c3cccnc3)CC2)cc1
93,7,88,96,93,3,1,95,COc1ccc(S(=O)(=O)N(C)CC(=O)NCCN2CCOCC2)cc1

MEP2-GFP yeast,VLA-4 inh,LAP4-GFP MLPCN,CIT2-GFP yeast,AGP1-GFP MLPCN,JMJD2C inh,GRK2 aptamer HTS,RPL19A TOR yeast,compound
97,11,115,94,102,-18,0,99,Cc1ccccc1-n1c(C)nnc1SCC(=O)N(C)C1CCS(=O)(=O)C1 (centres undefined)
109,27,100,100,95,4,0,95,O=C(Oc1nsnc1N1CCOCC1)N1CCCC1
134,5,89,104,98,3,0,106,CCOc1ccc(N2C(=O)CC(NCC3CCCO3)C2=O)cc1 (centres undefined)
96,2,110,90,94,7,2,92,Cc1ccc(SCc2[nH]nc3c2C2(C(=O)Nc4ccc(F)cc42)C(C#N)=C(N)O3)cc1 (centres undefined)
110,12,102,94,98,-7,0,104,CN(CCCS(=O)(=O)[O-])c1ccc(/C=C/c2ccc3ccccc3[n+]2C)cc1
103,-4,101,104,95,-8,3,106,O=C1C(Cl)=C(NCc2cccnc2)C(=O)c2ccccc21
101,18,114,104,104,0,0,97,N#CC(Sc1ccccn1)c1ccc(Cl)cc1 (centres undefined)
100,-3,100,110,105,-2,0,98,Cc1ccc(/C=C/C(=O)N2CCN(S(=O)(=O)c3cccs3)CC2)o1
97,-11,103,95,90,3,0,99,Cc1ccc(/C(N)=N/OC(=O)c2ccco2)cc1
87,10,103,89,89,3,1,95,CN(C)/C=C(\C#N)C(=O)N/N=C(\CC(=O)C(F)(F)F)c1ccco1

Screens: PubChem, several laboratories
